GLS inh – qHTS for Inhibitors of Glutaminase (GLS); 410,000 compounds, 0.21% hits; GLS enzymatic activity, qHTS titration; Glutaminase kidney isoform, mitochondrial (Homo sapiens), O94925; Potency, µM (highest dose often 45.5 µM), without a hit: at the top dose activity change, negative = inhibition, usual class: inhibitors; further: potency means the concentration at half of the fitted maximal effect; on the % scale 0 is the no-effect control and ±100 the full control effect
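Glutamate formation by hKGA was monitored fluorometrically using coupled glutamate oxidase, HRP and Amplex Red. Substrate was added as 1 mM L-glutamine solution; incubation was 30 min at RT after an initial read.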
BAZ2B block – qHTS Assay for Inhibitors of BAZ2B; Bromodomain adjacent to zinc finger domain protein 2B (Homo sapiens), Q9UIF8; 360,000 compounds, 4.4% hits; AID 504333, 2011; AlphaScreen BAZ2B-H3K14Ac peptide displacement; Potency, µM (series often up to 114 µM), inactives show at the highest dose activity change, negative = inhibition, actives largely listed as inhibitors; further: potency means the concentration at half of the fitted maximal effect; on the % scale 0 is the no-effect control and ±100 the full control effect; nearly all actives have a fitted effect of over 60% in size
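In this displacement format the biotinylated H3(5-23) peptide acetylated at Lys14 serves as ligand at 50 nM, with BAZ2B at 50 nM in PBS pH 7.4 containing 0.01% Tween-20. Donor and acceptor beads are 10 ug/mL final.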
G9a inh – qHTS Assay for Inhibitors of Histone Lysine Methyltransferase G9a. Histone-lysine N-methyltransferase EHMT2 (Homo sapiens), Q96KQ7. G9a H3K9 monomethylation, AlphaScreen, 2 h. Potency, µM (highest dose often 102 µM), without a hit: top-dose activity, negative = inhibition, usual class: inhibitors. 350,000 compounds, 8.8% hits; further: potency means the concentration at half of the fitted maximal effect; on the % scale 0 is the no-effect control and ±100 the full control effect; nearly all actives have a fitted effect of over 75% in size
Target sequence (Q96KQ7 913-1193 limits assumed): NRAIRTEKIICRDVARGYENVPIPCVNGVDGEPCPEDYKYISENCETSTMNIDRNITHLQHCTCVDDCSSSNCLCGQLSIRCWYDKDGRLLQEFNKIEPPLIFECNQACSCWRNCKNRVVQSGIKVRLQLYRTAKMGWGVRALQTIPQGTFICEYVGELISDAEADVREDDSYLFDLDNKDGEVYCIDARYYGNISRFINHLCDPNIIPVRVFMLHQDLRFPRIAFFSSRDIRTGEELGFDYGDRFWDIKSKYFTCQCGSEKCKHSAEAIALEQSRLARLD
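Using a bead-based AlphaScreen, monomethylated H3K9 product from 2 h room-temperature reactions (G9a 20 nM, peptide 500 nM, SAM 20 uM) was detected with 0.5 ug/mL rabbit anti-H3K9me1 antibody.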
ERG Ets-DNA blk – qHTS for Small Molecule Inhibitors of the ERG Ets/DNA interaction | fluorescence polarization, His-ERG Ets domain / labelled DNA | 370,000 compounds, 0.028% hits | AID 624246, 2012 | Transcriptional regulator ERG (Homo sapiens), P11308 | Potency, µM (doses to about 76.9 µM), for inactives: at the top dose FP activity, negative = inhibition, actives largely listed as inhibitors; active means well fitted inhibition curve with a large enough effect in the polarisation, with a control signal flat; inconclusive means small, poorly fitted or top-dose-only effect, or effect the other way, or a change in a side signal; inactive means no such curve, though single readings can be large or run the other way; the % refers to the polarisation;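 further: polarization taken with two DNA probes labelled with fluorescein and Texas red; potency means the concentration at half of the fitted maximal effect; % of control where 0% means no effect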
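His-tagged ERG Ets domain (1 uM in the protein solution; 300mM KCl, 50mM Tris-HCl, 1mM EDTA, 1mM DTT, pH 7.5) received compound, then a probe mix of 5 nM fluorescein-DNA and 100nM Texas-615-DNA. Fluorescence polarization was read for both dyes.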
ALOX12 inh – Primary qHTS assay for inhibitors of human arachidonate 12S-lipoxygenase (ALOX12): Round 2 | Polyunsaturated fatty acid lipoxygenase ALOX12 (Homo sapiens), P18054 | 580,000 compounds, 1.1% hits | Potency, µM (series often up to 108 µM), inactives show top-dose activity change, negative = inhibition, actives largely listed as inhibitors | purified 12hLO, xylenol orange hydroperoxide absorbance | AID 1671190, 2021; further: potency means the concentration at half of the fitted maximal effect; on the % scale 0 is the no-effect control and ±100 the full control effect
Target sequence (P18054 whole entry, looked up): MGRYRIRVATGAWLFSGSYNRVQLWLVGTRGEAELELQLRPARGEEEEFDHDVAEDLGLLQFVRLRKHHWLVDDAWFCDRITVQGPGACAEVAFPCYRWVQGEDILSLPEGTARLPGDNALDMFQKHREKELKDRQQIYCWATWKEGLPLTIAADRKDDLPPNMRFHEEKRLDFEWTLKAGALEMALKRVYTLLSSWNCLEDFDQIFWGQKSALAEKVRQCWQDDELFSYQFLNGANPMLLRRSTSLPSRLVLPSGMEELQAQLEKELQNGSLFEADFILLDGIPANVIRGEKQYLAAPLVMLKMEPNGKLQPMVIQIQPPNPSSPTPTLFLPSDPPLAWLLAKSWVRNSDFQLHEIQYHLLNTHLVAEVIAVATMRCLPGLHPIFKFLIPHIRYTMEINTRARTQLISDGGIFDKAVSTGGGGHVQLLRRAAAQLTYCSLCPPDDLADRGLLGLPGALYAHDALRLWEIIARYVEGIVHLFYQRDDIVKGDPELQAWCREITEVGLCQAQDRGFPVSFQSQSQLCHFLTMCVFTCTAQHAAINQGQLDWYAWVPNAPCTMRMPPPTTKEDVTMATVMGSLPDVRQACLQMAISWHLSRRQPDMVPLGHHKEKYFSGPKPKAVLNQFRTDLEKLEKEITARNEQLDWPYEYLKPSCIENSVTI
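Purified human 12hLO at 150 nM in 25 mM Hepes, 0.01% Triton X-100, pH 7.0, preincubated 15 min at room temperature with compound. Reaction started with 40 uM arachidonic acid, 30 min at room temperature. Hydroperoxide measured by Fe-xylenol orange, 573/405 nm absorbance ratio.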
PI4K2A block – qHTS for small molecular inhibitors of PI4K2A; purified PI4K2A, ADP-Glo luminescence, 1 h; active compounds read low; activity change, negative = inhibition, % at 76.9 µM; Phosphatidylinositol 4-kinase type 2-alpha (Homo sapiens), Q9BTU6; AID 1346378, 2018; 420,000 compounds, 0.13% hits; in the data active means activity change below about -50%; inconclusive means mostly about -30% to -49%;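 further: -100% = wells without enzyme as full effect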
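Compounds are screened against recombinant PI4K2A using PI as substrate and ATP, the latter dispensed at 300 microM. Reactions run one hour at ambient temperature before ADP-Glo detection; full inhibition defined by wells lacking enzyme.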
JMJD2A Tudor inh – qHTS Assay for Inhibitors of JMJD2A-Tudor Domain; Lysine-specific demethylase 4A (Homo sapiens), O75164; AlphaScreen JMJD2A-Tudor / H3K4me3 peptide binding; 390,000 compounds, 4.4% hits; Potency, µM (highest dose often 114 µM), inactives show top-dose activity change, negative = inhibition, most hits filed as inhibitors; AID 504339, 2011; further: potency means the concentration at half of the fitted maximal effect; on the % scale 0 is the no-effect control and ±100 the full control effect; nearly all actives have a fitted effect of over 50% in size
HP1b chromo inh – HTS for Inhibitors of HP1-beta Chromodomain Interactions with Methylated Histone Tails. Chromobox protein homolog 1 (Homo sapiens), P83916. AlphaScreen HP1-beta / biotin-H3K9me3 peptide binding. Potency, µM (top dose mostly 114 µM), inactives show at the highest dose activity change, negative = inhibition, usual class: inhibitors. 390,000 compounds, 0.56% hits; further: potency means the concentration at half of the fitted maximal effect; nearly all actives have a fitted effect of over 70% in size; inactives centre near 23
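AlphaScreen: HP1-beta (50 nM) preformed 30 min with biotin-H3(1-18)K9me3 peptide (50 nM) in PBS pH 7.4, 0.01% Tween-20. Compound added for 30 min at RT, then streptavidin donor/nickel chelate acceptor beads (10 ug/mL) for 30 min.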
RGS4 inhibitor – Inhibitors of Regulator of G Protein Signaling (RGS) 4: qHTS; Regulator of G-protein signaling 4 (Homo sapiens), P49798; Potency, µM (doses to about 114 µM), for the others: top-dose activity change, negative = inhibition, usual class: inhibitors; Transcreener GDP fluorescence polarization, RGS4-accelerated GTP hydrolysis; 390,000 compounds, 0.039% hits; further: potency means the concentration at half of the fitted maximal effect; on the % scale 0 is the no-effect control and ±100 the full control effect; nearly all actives have a fitted effect of over 75% in size; some results filed as inactive show a strong effect at the top dose
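MLSMR compounds (23 nl, pin-transferred) preincubated 10 min at room temperature with a 500nM (2x) first reagent, then RGS4 at 900nM (2x) plus Transcreener GDP mix added; fluorescence polarization (620/688 nm) read before and after 90 min at 30 °C.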
* marks the source's active call; other numbers are inactive results; ? = inconclusive; . = no result given; [ ] = dose if it differs, or a comment. Unless noted, the call rests on the fitted dose curve; in most records, active means well fitted curve in the direction sought with a large enough effect; inconclusive means small, poorly fitted or top-dose-only effect, or another doubt; inactive means no such curve, though single readings can be large; an effect the other way counts as inactive or inconclusive. Only part of the results is shown. The share of hits here may be higher or lower than overall.

GLS inh | BAZ2B block | G9a inh | ERG Ets-DNA blk | ALOX12 inh | PI4K2A block | JMJD2A Tudor inh | HP1b chromo inh | RGS4 inhibitor | smiles
14.4% | -11.5% | -35.9%[59 µM] | 5.2% | -6.1% | 1.7 | 0.3% | 37.5%[activator] | -1.3% | C=CCOn1c(=O)c(-c2ccccc2)[n+]([O-])c2ccccc21
-6.0% | ? | ? | -0.4% | 0.0% | 1.1 | 6.31µM* | 40.7%[activator] | ? | Cc1cc(C)nc(Sc2nc(Cl)nc(N(c3ccccc3)c3ccccc3)n2)n1
6.4% | . | ? | 1.3% | 28.6% | 0.9 | 2.2% | 23.6% | 30.5% | CCOC(=O)C1=C2SCCN2C(=O)C(C#N)C1(C)C (stereo unspecified)
2.6% | 1.6% | 8.9%[59 µM] | -3.5% | ? | -2.5 | -14.0% | 26.1% | 11.0% | COc1ccccc1CNC(=O)CCCn1c(=O)c2ccccc2n(Cc2ccccc2C#N)c1=O
-0.6% | ? | -27.5% | 1.3% | 0.3% | 0.0 | -6.8%[11.4 µM] | 39.3%[activator] | -18.0% | CCOC(=O)C1CN(S(C)(=O)=O)c2cc(CC(=O)OC)ccc2O1 (stereo unspecified)
8.3% | . | . | 8.2% | -6.4% | -1.3 | -9.4% | 38.9% | 17.5% | O=C(NOCc1ccccc1)c1coc(-c2ccccc2)n1
8.6% | -3.9% | -9.3%[59 µM] | . | 3.8% | 2.4 | -9.0% | 25.2% | -1.4% | O=C(/C=C/c1ccccc1Cl)NCc1cccs1
7.5% | ? | 7.08µM* | -3.9% | -38.3% | -1.3 | ? | ? | ? | CCOC(=O)N1CCc2c(sc(NCc3ccc(OC)c(OC)c3OC)c2C(=O)Nc2ccc(OC)cc2OC)C1
0.0% | ? | -20.3%[59 µM] | 2.3% | -20.5% | 2.1 | -28.7% | 2.9% | -7.1% | O=C(CS(=O)(=O)c1nc(-c2ccc(Cl)cc2)cn1-c1ccccc1)Nc1cccc(Cl)c1
1.0% | -11.5% | 3.55µM* | -11.4% | -29.2% | -1.5 | -14.9% | 28.3% | -22.1% | CCN1CCOC(=O)C1CC(=O)Nc1cc(C)cc(C)c1 (stereo unspecified)
-3.1% | 10.6% | -1.6%[12.7 µM] | -10.5% | 2.2% | -1.9 | -10.5% | 36.4% | 1.0% | COc1ccc(CNC(=O)CN2CCN(S(=O)(=O)c3ccccc3)CC2)cc1
. | -3.9% | ? | 8.0% | -20.6% | 5.9 | 12.6% | 31.1% | -7.7% | COc1ccc(CC(=O)NNC(=S)Nc2ccc(Br)cc2)cc1
-1.9% | -12.1% | -12.7% | 6.8% | 6.3% | -2.4 | -2.9% | 7.1% | -13.9% | O=C(CS(=O)(=O)c1cn(CC(=O)N2CCCC2)c2ccccc12)Nc1ccccc1F
3.7% | 6.5% | 44.2% | . | 7.08µM* | -5.3 | 6.2% | 56.6%[activator] | -6.5% | O=C(Nc1ccc(F)cc1)C1C(c2ccccc2)C1(Cl)Cl (stereo unspecified)
-4.9% | -2.8% | -35.1%[59 µM] | 17.1% | -10.9% | 3.4 | 0.7% | 34.6% | -33.3% | CSc1n[nH]c2nc3c(c(=O)n12)C1(CCCC1)Cc1ccccc1-3
5.7% | 2.3% | ? | 1.0% | -15.8% | -4.4 | -17.6% | 15.1% | -1.8% | COC(=O)CN1C(c2cccc(Cl)c2)=Nc2ccc(Cl)cc2C1c1ccccc1 (stereo unspecified)
1.0% | -27.7% | 18.7% | . | ? | -0.4 | -25.8% | 0.8% | -32.1% | COc1ccc(-n2c(-c3cccc(OC)c3)nc(=S)c3c2CCCC3)cc1
-7.5% | -37.3% | -1.1% | 8.8% | -12.7% | -10.9 | -24.4% | 59.5%[activator] | 4.6%[11.4 µM] | CCN(c1cccc(C)c1)S(=O)(=O)c1nnc(NC(=O)c2ccco2)s1
-6.9% | . | . | -7.1% | ? | 12.0 | 3.2% | 31.7% | -11.7% | CCN(CC)CC#CC(C)(C)OC(C)=O
9.4% | -34.7% | ? | -15.2% | ? | 4.2 | -27.7% | 2.3% | 6.6% | CCC(c1nnnn1C1CCCC1)N1CCN(Cc2ccccc2)CC1 (stereo unspecified)
-4.4% | 5.2% | -3.1% | -5.3% | 167.8%[activator] | -0.4 | -5.7% | 32.2% | 6.6% | COC(=O)C1=C(C)NC(=O)CC1c1ccc(C(=O)OC)cc1 (stereo unspecified)
7.9% | -17.1% | -5.7%[59 µM] | -4.7% | 0.0% | 2.3 | 3.7% | 23.5% | 15.9% | Cc1ccc(N(CC(=O)O)S(C)(=O)=O)cc1Cl
? | 4.4% | 0.3%[59 µM] | 1.7% | -17.7% | -6.4 | -11.1% | 45.2%[activator] | -23.2% | Cc1cc(S(=O)(=O)Nc2cccc(C(=O)O)c2)c(C)c(S(=O)(=O)c2ccccc2)c1
-8.1% | -5.5% | ? | -4.3% | 1.6% | -0.1 | ? | 34.8%[activator] | -29.2% | CC(C)C(NS(=O)(=O)c1ccc2c(c1)Cc1cc(S(=O)(=O)NC(C(=O)O)C(C)C)ccc1-2)C(=O)O (stereo unspecified)
-13.0% | -24.3% | 10.4%[59 µM] | 0.5% | -9.1% | 4.6 | -3.5% | 11.0% | -15.3% | COc1ccc(/C(N)=N/OC(=O)Cc2ccccc2[N+](=O)[O-])cc1
7.7% | 1.5% | 17.1%[59 µM] | 0.0% | -9.7% | 1.6 | -8.1% | 16.9%[57 µM] | -1.5% | Cc1cccc(-c2nc(C)c(CCNC(=O)c3cccs3)s2)c1
-26.7% | -38.3% | 31.2%[12.7 µM] | 17.8% | 16.5% | 1.6 | -35.1% | 0.1% | -30.7% | Cn1c(NCC(O)c2ccccc2)nc2c1c(=O)n(Cc1ccc(Cl)cc1)c(=O)n2C (stereo unspecified)
39.5%[activator] | . | ? | 1.5% | -10.7% | -1.4 | -6.3% | 26.4% | -2.2% | COc1ccccc1NS(=O)(=O)c1cccc(C(=O)NCc2ccco2)c1
0.7% | . | . | 7.1% | ? | -3.4 | -11.6% | 16.1% | 6.1% | O=C(COC(=O)c1ccc[nH]c1=O)NC1CC1
0.0% | -15.2% | -31.6% | 6.8% | -2.6% | -0.6 | 6.8%[57.1 µM] | -6.5% | -14.6% | CCC(NS(=O)(=O)c1cn(C)nc1C)c1ccccc1 (stereo unspecified)
0.6% | -7.7% | -29.6%[59 µM] | 1.4% | -15.6% | -4.1 | -8.8% | 18.2% | 2.0% | CCOC(=O)c1c(C)[nH]c(C)c1S(=O)(=O)N1CCCC(C(=O)NCc2cccc(OC)c2)C1 (stereo unspecified)
5.2% | -30.3% | 43.5%[0.501 µM] | 22.9% | 4.3% | 3.1 | 0.0% | 24.9% | -31.4% | CCCCCCCC(=O)NNC(=O)CCC(=O)O
-10.3% | 2.2% | 9.2% | 2.5% | -28.3% | 3.5 | 6.4% | 45.0%[activator] | -5.3% | COc1ccc(Cl)cc1NC(=O)CSc1nnc(-c2ccncc2)n1CC1CCCO1 (stereo unspecified)
0.6% | 0.8% | -29.8% | 11.1% | -29.7% | -0.7 | -7.6% | 8.7% | 4.0% | CC(=O)c1ccc(OCC(=O)N(CCC2=CCCCC2)c2c(N)n(Cc3ccccc3)c(=O)[nH]c2=O)cc1
0.0% | -23.9% | 14.1%[12.7 µM] | 3.5% | ? | -9.5 | -33.8% | 12.8% | 2.5% | CNC(=O)c1[nH]cnc1C(=O)N[C@@H](C)C(=O)OC(C)(C)C
-10.9% | . | . | 13.7% | -0.5% | 4.7 | 1.4% | 9.0% | 18.9% | COc1ccc(-n2nc(C(=O)NCC(=O)N3CCN(c4ccccn4)CC3)c3ccccc3c2=O)c(OC)c1

Exported with each value named: 2 of the compounds above.
> CCC(c1nnnn1C1CCCC1)N1CCN(Cc2ccccc2)CC1 (stereo unspecified)
- GLS inh = 9.4%
- BAZ2B block = -34.7%
- G9a inh = ?
- ERG Ets-DNA blk = -15.2%
- ALOX12 inh = ?
- PI4K2A block = 4.2
- JMJD2A Tudor inh = -27.7%
- HP1b chromo inh = 2.3%
- RGS4 inhibitor = 6.6%
> CSc1n[nH]c2nc3c(c(=O)n12)C1(CCCC1)Cc1ccccc1-3
- GLS inh = -4.9%
- BAZ2B block = -2.8%
- G9a inh = -35.1%[59 µM]
- ERG Ets-DNA blk = 17.1%
- ALOX12 inh = -10.9%
- PI4K2A block = 3.4
- JMJD2A Tudor inh = 0.7%
- HP1b chromo inh = 34.6%
- RGS4 inhibitor = -33.3%

From PubChem BioAssay
